Source: PubChem
hcGAS inh: Primary biochemical luminescence assay for human cyclic GMP-AMP synthase inhibitors; Q8N884; inhibition, % at 12.5 µM; recombinant h-cGAS, ATP depletion, Kinase-Glo luminescence; hit rate 0.081% among 290,000; in the data active means inhibition above about 40%;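 further: 0% = vehicle reaction and 100% = reaction without DNA for no activity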
Target sequence (Q8N884 whole entry, looked up): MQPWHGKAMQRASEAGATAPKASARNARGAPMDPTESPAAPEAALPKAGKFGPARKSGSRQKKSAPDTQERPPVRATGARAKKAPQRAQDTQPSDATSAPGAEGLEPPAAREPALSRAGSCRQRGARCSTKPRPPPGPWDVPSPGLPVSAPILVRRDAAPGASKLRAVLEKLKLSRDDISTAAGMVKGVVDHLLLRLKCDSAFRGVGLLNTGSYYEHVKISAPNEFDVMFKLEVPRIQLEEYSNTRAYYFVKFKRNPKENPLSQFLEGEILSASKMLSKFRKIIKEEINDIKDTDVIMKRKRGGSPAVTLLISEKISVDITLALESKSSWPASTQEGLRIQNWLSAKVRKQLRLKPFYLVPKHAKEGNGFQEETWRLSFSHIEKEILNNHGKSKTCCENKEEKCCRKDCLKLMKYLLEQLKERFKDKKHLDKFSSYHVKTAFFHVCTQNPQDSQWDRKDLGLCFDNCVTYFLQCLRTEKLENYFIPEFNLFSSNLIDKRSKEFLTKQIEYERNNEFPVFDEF
* = called active by the depositor.

SMILES	hcGAS inh
CCOc1ccccc1-c1ccc2sc(N)nc2c1	-5.5
C=CCCC(=O)N1CCC(Oc2ccc(C(=O)NCCc3ccccc3)cc2)CC1	-4.1
COc1cc(Cl)c(C)cc1NC(=O)C1CCCCN1S(=O)(=O)c1ccccc1 (stereo unspecified)	-1.9
CC(C)(C)c1ccc(/C=C/C(=O)Nc2ccc([N+](=O)[O-])cn2)cc1	5.7
Cc1ccccc1-c1noc(CCC(=O)NC(C)c2ccccc2-n2cccn2)n1 (stereo unspecified)	-4.5
Cc1cc(C)c2nc(C)cc(C(=O)N3CCC4(CC3)CN(C)CCN4C)c2c1	-0.8
Cc1c(C(C)NC(=O)C2(c3ccc(Cl)cc3)CCC2)cnn1-c1ccccn1 (stereo unspecified)	6.4
COc1ccccc1NC(=O)CN(Cc1ccco1)C(=O)c1ccc(=O)[nH]c1	-6.0
COCCNC(=O)CC1C(=O)NCCN1Cc1ccccc1C (stereo unspecified)	-3.6
Cn1cc(Cn2cnc(-c3ccccc3)c2-c2nn(C)cc2Cl)cn1	-4.9
CC(=O)c1cc(CN2CCc3ccc(NC(=O)C4CCCO4)cc3C2)cs1 (stereo unspecified)	-5.3
Cc1ccc(-c2nccs2)c(-n2cccn2)c1	-6.1
OCC1(Cc2ccc(Cl)cc2)CCN(Cc2cccc3c2OCO3)CC1	-4.6
CC1=CC[C@@H]2CN(C(=O)c3ccc(-c4ncn[nH]4)cc3)C[C@@H]2C1	-4.9
CN(CCn1ccc2ccccc21)Cc1ccc(CO)o1	-5.7
COc1cc(/C=C2/SC(=O)N(CCNC(C)=O)C2=O)cc(OC)c1OC	-3.0
CCN(Cc1ccc2cccc(O)c2n1)CC1CCOCC1	1.8
O=C(Nc1ccc2c(c1)CN(Cc1ccccn1)CC2)C1CCCO1 (stereo unspecified)	-5.8
CCOC(=O)C1=C(N)N(c2ccccc2Sc2ccccc2)C(=O)C1	-5.5
COc1cc(NC(=O)CN2CCCCC2=O)ccc1Br	-5.5
CCCc1nc(CN(CC)C(=O)c2ccc3ncsc3c2)no1	-5.5
CCOC(=O)NC(=O)C(=CNc1ccc(C)cc1)C(=O)NC(=O)OCC	-2.3
Cc1cnccc1NS(=O)(=O)c1ccc(C(F)(F)F)cc1	-5.1
CCc1nc(C)sc1CNC(=O)c1cnc2ccnn2c1C	1.3
CN(Cc1cc(-c2cccs2)n[nH]1)C(=O)c1ccc(-n2cnnc2)cc1	-0.3
O=C(CNCc1ccc2c(c1)OCCCO2)NCc1ccccc1F	-6.3
COc1ccc(CC2(CO)CCN(Cc3c(C)nn(C(C)C)c3C)CC2)cc1	6.5
CCCn1cc(CN2CCCC(CNC(=O)c3cccc4ccccc34)C2)c(C)n1 (stereo unspecified)	-5.0
CC(C)c1cc(C(=O)NCCc2cnc3ccccn23)n(C)n1	-3.8
CN(Cc1ncc[nH]1)Cc1ccc(-c2ccccc2Cl)o1	-6.2
Cc1[nH]c2c(C(=O)N3CCC4(CC3)C(=O)NCCN4C)cccc2c1C	-2.9
CCOC(=O)N1CCC(N2CCc3ccc(NC(=O)C4CCCO4)cc3C2)CC1 (stereo unspecified)	-8.5
Cc1ccc(NC(=O)CC(=O)NCCNc2ncccc2C)c(C)c1	-2.6
CSCCCNC(=O)c1ccccc1OC1CCN(S(C)(=O)=O)CC1	-2.3
O=C1NCCN(CCc2ccccc2)C1CC(=O)N1CCN(C(=O)c2ccco2)CC1 (stereo unspecified)	-6.1
O=C(NC1(c2ccccc2)CC1)c1cc(COc2c(F)cccc2F)on1	-2.3
C(CCNc1nc2nonc2nc1N1CCSCC1)CCN1CCOCC1	-6.2
O=c1[nH]c(-n2[nH]c3c(c2=O)CCCC3)nc2c1CCC2	-7.6
O=C(C1=C(N2CCOCC2)Cc2ccccc21)c1ccc(Cl)cc1	-5.3
CC(C)(NC(=O)c1cccs1)C(=O)NC(Cn1cccn1)c1ccccc1 (stereo unspecified)	-0.9
COCC(=O)Nc1ccccc1-c1ccc(C(C)C)cc1	-5.4
c1ccc(-c2ncn(CCCCN3CCCC3)c2-c2ccncc2)cc1	-3.4
Cc1cc(C)cc(NC(=O)CCOc2ccccc2F)c1	-2.5
Cn1ccnc1SCCNc1nccc(N2CCC(O)CC2)n1	-4.8
O=C(Cc1ccccc1O)N1CCc2c(Cl)cccc2C1	-3.9
COCC(=O)Nc1ccccc1-c1cccc2cnccc12	-5.5
CCCc1nc(C(=O)N2CCCC2c2nonc2C)cs1 (stereo unspecified)	3.0
Cc1ccccc1-n1ncc(C(C)NC(=O)c2cc(C3CC3)on2)c1C (stereo unspecified)	-9.2
O=C(NCCc1nc(-c2ccc(Cl)cc2)no1)C1CCOC1 (stereo unspecified)	-0.2
O=C(Cc1ccccc1)Nc1ccnn1C1CCN(Cc2cccn2-c2ccccn2)CC1	-8.7
CCCN(CC1CC1)C(=O)C(NC(=O)c1ccc(OC)cc1)C(C)C (stereo unspecified)	7.4
CN1CC2(CCCN(Cc3cccc4c3OC(F)(F)O4)CC2)OC1=O (stereo unspecified)	-4.0
Cc1cc(C(=O)NCCCN2CCCCC2C)c2cnn(C(C)C)c2n1 (stereo unspecified)	-10.3
COc1ccc(-c2ccccc2NC(=O)C2CCCN(Cc3ccsc3)C2)cc1 (stereo unspecified)	-6.4
CCOc1ccc2nc(S(N)(=O)=O)sc2c1	-3.8
O=C(O)c1ccc2c(c1)n(CCN1CCCC1)c(=O)n2Cc1ccc(F)cc1	-4.7
C=CCNc1ccccc1C(=O)NC(C)C(=O)Nc1cc(F)ccc1C (stereo unspecified)	-7.2
COc1ccc(-c2nn(-c3ccccc3)cc2C(=O)NC(C)C2CC2)cc1 (stereo unspecified)	-7.6
O=C(CSc1ccccc1C(=O)Nc1nccs1)NCC1CCCCC1	-9.1
O=C(O)c1cccc(CC2CCN(C(=O)c3ccc4nc[nH]c4c3)C2)c1 (stereo unspecified)	-10.0

In the list so far, these contain a Cl atom.
SMILES	hcGAS inh
COc1cc(Cl)c(C)cc1NC(=O)C1CCCCN1S(=O)(=O)c1ccccc1 (stereo unspecified)	-1.9
Cc1c(C(C)NC(=O)C2(c3ccc(Cl)cc3)CCC2)cnn1-c1ccccn1 (stereo unspecified)	6.4
Cn1cc(Cn2cnc(-c3ccccc3)c2-c2nn(C)cc2Cl)cn1	-4.9
OCC1(Cc2ccc(Cl)cc2)CCN(Cc2cccc3c2OCO3)CC1	-4.6
CN(Cc1ncc[nH]1)Cc1ccc(-c2ccccc2Cl)o1	-6.2
O=C(C1=C(N2CCOCC2)Cc2ccccc21)c1ccc(Cl)cc1	-5.3
O=C(Cc1ccccc1O)N1CCc2c(Cl)cccc2C1	-3.9
O=C(NCCc1nc(-c2ccc(Cl)cc2)no1)C1CCOC1 (stereo unspecified)	-0.2

Later entries
SMILES	hcGAS inh
Oc1ccccc1CCc1nncn1-c1cccc(F)c1	-1.7
O=C(c1cc2c(s1)CCCCC2)N1CCC(CO)(Cc2cccc(C(F)(F)F)c2)CC1	-5.9
Cc1[nH]n(-c2nc(O)c(C)c(=O)[nH]2)c(=O)c1CCO	-6.6
CC1=C(C(=O)N2CCOCC2)C(c2cccs2)NC(=S)N1c1ccccc1 (stereo unspecified)	-14.5
CCn1cc(Cn2ccnc2-c2ccc3cccc(OC)c3n2)cn1	-3.4
Cc1cnccc1CN(C)Cc1cc2ccccc2n1C	0.0
CC(=O)Nc1c([N+](=O)[O-])cc(C(C)(C)C)cc1C(C)(C)C	-6.5
CCOCCCNC(=O)Cn1nnnc1CN1CCC(C)CC1	-4.7
CC(C(=O)N(C)Cc1cc(C2CC2)n[nH]1)N1C(=O)c2cccc3cccc1c23 (stereo unspecified)	-1.9
CC(C)c1cc(C2CCN(CCn3c(=O)oc4ccccc43)CC2)[nH]n1	2.0
O=C1C2=C(CCCC2)C(O)N1Cc1cccs1 (stereo unspecified)	-6.3
COc1cccnc1C(=O)NCCNc1ncccc1C	-3.6
O=C1NCC2(CCCN(C(=O)Cc3c(F)cccc3Cl)CC2)O1 (stereo unspecified)	-5.6
O=C(Nc1ccc(O)c(-c2nc3ccccc3s2)c1)c1ccccc1Cl	-9.7
CNS(=O)(=O)CCNCC(=O)NCc1ccccc1F	-7.6
CCn1cc(Cn2ccnc2C(C)Cc2ccc3c(c2)OCO3)cn1 (stereo unspecified)	-4.8
CN(CC(=O)NC(C)(C)C)Cn1nc(-c2ccccc2Cl)n(C)c1=S	-15.4
Cc1nnc(SCCCNC(=O)C2=CC(=O)CC(C)(C)O2)s1	-5.8
Cc1c(NC(=O)CC(C)(C)C)cccc1-n1cnnn1	-8.5
COCC(C)n1c(-c2cccs2)csc1=Nc1ccc(F)cc1 (stereo unspecified)	-9.8
CC(C)C(NC(=O)C1(c2ccccc2)CC1)c1nnc2n1CCNCC2 (stereo unspecified)	-4.5
Cc1nc(C)n(CC(C)C(=O)N2CCc3[nH]nc(-c4ccccc4F)c3C2)n1 (stereo unspecified)	0.0
Cc1c(C(=O)OC(C)C(=O)N2CCC(C)CC2)sc2nc3n(c(=O)c12)CCC3 (stereo unspecified)	-4.9
NC(=O)c1cncc(-c2ccc(F)cc2Cl)c1	-0.3
Cc1cccnc1CN(Cc1ccccc1)C(=O)CN1CCCN(C)CC1	-3.5
CCCC(C)NC(=O)CCc1ccc(S(=O)(=O)NCc2ccccc2)cc1 (stereo unspecified)	-3.4
CCc1ccc(CN(C)C(=O)COc2cc(C)ccc2C(N)=O)cc1	-5.7
CN(CC(=O)Nc1ccc(OC(F)(F)F)cc1)C(=O)c1ccc2c(c1)OCC(=O)N2	-13.5
CCCCNC(=O)N1Cc2c(C)nc3c(OC)cc(OC)cc3c2C1	-7.3
COC(=O)[C@@H]1C[C@@H](N(C)C)CN1CCCc1ccccc1	-5.0
COC(=O)C1CCN(C(C)C(=O)N(C)CC(=O)Nc2ccc(C)cc2)CC1 (stereo unspecified)	-10.4
CN(CC1(CO)CCC1)C(=O)C1CCCN1C(=O)C1CCCCC1 (stereo unspecified)	3.8
COc1ccc(CNc2ccc(C(=O)O)cc2C)c(OC)c1	-6.5
Cn1ccc2c(-c3nc4ccccc4cc3CO)ccnc21	-5.7
CN1/C(=C/C(=O)Nc2ccc(Cl)cc2)C(C)(C)c2ccccc21	-10.3
CCn1nccc1C(=O)N1CCC(c2cc(Cc3ccccc3)[nH]n2)CC1	-8.6
Cc1cc(C(=O)N2CCC(CO)(CCOc3ccccc3)CC2)no1	-8.6
CCOC(=O)c1cnc2cc(OC)ccc2c1OC(=O)c1ccc(Cl)cc1	6.6
COC(=O)c1ccc(-n2[nH]c(C)cc2=O)cc1	0.4
Nc1nc(N)nc(SC/C=C/c2ccccc2)n1	-12.2
Cc1ccc(C)c(C(NC2CCCC2)c2cccnc2)c1 (stereo unspecified)	1.3
Cc1cc(=O)oc2cc(CN3CCCC(Cn4ccnc4)C3)ccc12 (stereo unspecified)	-5.3
COC(=O)c1ccccc1SCC(=O)Nc1onc(C)c1C	0.9
O=[N+]([O-])O[C@@H]1CO[C@H]2[C@@H]1OC[C@@H]2O	-3.0
CCN(CCn1cccn1)C(=O)c1cccc(OC2CCN(S(C)(=O)=O)CC2)c1	1.7
O=C(Cc1nc2ccccc2[nH]1)N1CCCC2(CCNC2)C1 (stereo unspecified)	-2.3
S=c1n(CN2CCC(c3nc4ccccc4o3)CC2)nc(C2CC2)n1C1CC1	-9.6
COc1cccc(-c2cc(C(=O)N(C)Cc3ccncn3)[nH]n2)c1	-0.3
CC(C)(NC(=O)c1cccs1)C(=O)NC1(c2ccccc2Cl)CC1	-5.0
Cn1nc(C2CCN(Cc3cnc(N)nc3)CC2)n(-c2ccccc2)c1=O	-5.9
O=C(CC(c1ccccc1)c1ccco1)N1C[C@H]2CC=CC[C@H]2C1 (stereo partly specified)	-0.9
Cc1noc(C(C)C)c1C(=O)NCCNc1ccc(C(F)(F)F)cn1	-8.9
CC(C)c1cc(C2CCN(Cc3cc4ccccc4o3)CC2)[nH]n1	-8.7
Nn1c(SCCN2CCOCC2)nnc1-c1ccco1	-6.7
Cn1cc(CN2CCC(C(=O)Nc3ccc(F)cc3)CC2)cn1	-0.3
Cc1cc(C(=O)NCc2nncn2C2CC2)c(C)n1C(C)C	-3.3
COc1ccc2ccc(OCc3nc(C(=O)N4CCOCC4CO)co3)cc2c1 (stereo unspecified)	-2.9
C=CCCn1c(=O)n(CC2CC2)c2ccc(C(=O)O)cc21	-5.8
COc1ccc(-n2nc(C(C)=O)c(C#N)c2-c2ccco2)cc1	2.1
N#Cc1c(N)nc(C(Cl)(Cl)Cl)nc1-c1ccccc1	-6.7

(list continues)
SMILES	hcGAS inh
CN(C)c1nc2c(c(=O)[nH]1)CCN(C(=O)COc1ccccc1Cl)C2	-3.3
CCN(CC)S(=O)(=O)c1cc(C(=O)Nc2cc(Cl)ccc2F)ccc1C	-7.8
O=C(NC1CCCCC1)C1C2CC3C(OC(=O)C31)C2Br (stereo unspecified)	2.7
C=CCSc1nnc(CNc2ccc(C)cc2)n1N	-3.5
Clc1ccc2[nH]c(-c3ccccc3)cc2c1	4.9
Cc1ccc(NC(=O)C(=O)N(C)C(C)Cc2ccccn2)c(C)c1 (stereo unspecified)	-1.2
CC(=O)Nc1ncc(C(=O)N2Cc3cnc(CC(C)C)nc3C2)s1	-5.6
O=C(CN1CCOc2ccccc2C1)NCCc1nc2c(s1)CCC2	-4.1
Cc1occc1C(=O)N1C[C@H]2OC(=O)N(CCCc3ccc(F)cc3)[C@H]2C1	-6.1
CC(C)c1nnsc1CNC(=O)c1ccccc1N1CCOCC1	0.5
CCn1ncc(CN2CCC(C(=O)Nc3ccccc3-c3cccc(OC)c3)CC2)c1C	3.6

Compounds from the list above that have a COOH group (four):
SMILES	hcGAS inh
O=C(O)c1ccc2c(c1)n(CCN1CCCC1)c(=O)n2Cc1ccc(F)cc1	-4.7
O=C(O)c1cccc(CC2CCN(C(=O)c3ccc4nc[nH]c4c3)C2)c1 (stereo unspecified)	-10.0
COc1ccc(CNc2ccc(C(=O)O)cc2C)c(OC)c1	-6.5
C=CCCn1c(=O)n(CC2CC2)c2ccc(C(=O)O)cc21	-5.8

Some of the compounds tested; the hit share may differ from the screen's.
